# Pf growth 96h: inhibits malaria parasite growth, 96 h. P. falciparum luciferase reporter growth, 96 h. Potency, µM (top dose mostly 28.7 µM), for inactives: top-dose activity change, negative = inhibition, most hits filed as inhibitors. 6.9% of 320,000 active; further: potency means the concentration at half of the fitted maximal effect; on the % scale 0 is the no-effect control and ±100 the full control effect
#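 P. falciparum expressing integrated firefly luciferase grown in erythrocytes (2% hematocrit, 0.05% parasitemia final) with compounds for 96 hours at 37 C, 5% CO2. Growth inhibition read as loss of luminescence after adding luciferase detection reagent.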
# TbPYK inhibitor: inhibitors of Trypanosoma brucei pyruvate kinase; Potency, µM (titrated, usually from 76.8 µM), for inactives: top-dose activity, negative = inhibition, most hits filed as inhibitors; 0.12% of 410,000 active; Q57TT1; TbPYK enzyme, Kinase-Glo Plus ATP luminescence, 45 min; AID 624173; further: potency means the concentration at half of the fitted maximal effect; on the % scale 0 is the no-effect control and ±100 the full control effect; nearly all actives have a fitted effect of over 50% in size
#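 T. brucei PYK with substrate was exposed to pin-transferred compounds across a concentration series, then started with 130 uM ADP (final). After 45 min at room temperature, Kinase-Glo Plus luminescence was read, normalized and curve-fitted.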
# AMA1 RON2 block: inhibitors of Plasmodium falciparum AMA1-RON2 interaction; 0.2% of 360,000 active; AID 720542; Potency, µM (doses to about 58.2 µM), for inactives: at the top dose activity change, negative = inhibition, actives largely listed as inhibitors; AlphaScreen AMA1-biotinylated RON2 peptide binding;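 further: potency means the concentration at half of the fitted maximal effect; 0% = vehicle wells and -100% = peptide control; nearly all actives have a fitted effect of over 45% in size; some results filed as inactive show a strong effect at the top dose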
#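 AMA1 (3D7) with his tag at 25 nM final met compounds first, then biotinylated RON2 peptide at 25 nM; detection used donor plus acceptor beads, 10 µg/mL apiece, read by AlphaScreen after 30 min at room temperature.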
# LmPK inh: blocks Leishmania mexicana pyruvate kinase activity; Q27686; purified LmPK, Kinase-Glo ATP luminescence, 1 h; Potency, µM (highest dose often 57.5 µM), for the others: top-dose activity change, negative = inhibition, usual class: inhibitors; 0.37% of 290,000 active; AID 1721; further: potency means the concentration at half of the fitted maximal effect; on the % scale 0 is the no-effect control and ±100 the full control effect
# Target sequence (Q27686 whole entry, looked up): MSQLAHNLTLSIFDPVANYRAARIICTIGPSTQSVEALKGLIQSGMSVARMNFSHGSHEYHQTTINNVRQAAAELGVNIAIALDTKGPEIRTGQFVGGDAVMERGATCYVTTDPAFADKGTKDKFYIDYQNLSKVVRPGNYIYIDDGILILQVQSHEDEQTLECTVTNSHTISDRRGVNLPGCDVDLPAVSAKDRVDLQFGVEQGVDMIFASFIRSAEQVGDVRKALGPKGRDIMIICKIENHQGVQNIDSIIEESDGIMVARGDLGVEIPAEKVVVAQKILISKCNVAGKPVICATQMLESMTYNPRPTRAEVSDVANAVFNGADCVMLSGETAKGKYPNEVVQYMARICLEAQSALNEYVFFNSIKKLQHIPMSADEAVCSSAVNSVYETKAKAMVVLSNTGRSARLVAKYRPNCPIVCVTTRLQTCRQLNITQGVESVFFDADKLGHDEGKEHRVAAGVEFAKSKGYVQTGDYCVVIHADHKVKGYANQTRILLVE
#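 Screened at intermediate enzyme activity to detect both inhibitors and activators: LmPK at 0.1 nM, with a 0.5 nM enzyme column as activation reference. PEP 0.5 mM, ADP 0.1 mM; ATP detected by luminescence after 1 h.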
# Cycloheximide cs: affects cycloheximide protein synthesis inhibition readout, counter-screen; 12% of 300,000 active; cell reporter, cycloheximide protein synthesis inhibition counterscreen; max response, %; in the data active means max response mostly above about 13%, no sharp cut-off; inactive means mostly below about 14%; further: read at 38.3 µM for the half of the compounds with a filed dose; 0% is about no effect
# Pf growth 48h: P. falciparum growth inhibition at 48 hours (one generation). P. falciparum luciferase growth in erythrocytes, 48 h. Potency, µM (doses to about 28.7 µM), inactives show at the top dose activity change, negative = inhibition, hits mostly inhibitors. 5.9% of 310,000 active; further: potency means the concentration at half of the fitted maximal effect; on the % scale 0 is the no-effect control and ±100 the full control effect
#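 Luminescence readout; reporter = integrated firefly luciferase in P. falciparum. RBC culture at 2% hematocrit, 0.1% parasitemia final, 37 C/5% CO2; decreased signal taken as growth inhibition.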
# Shiga inhibitor: inhibitors of Shiga toxin in Vero cells; Vero cells, Shiga toxin protein synthesis inhibition reporter; inhibition, % at 38.7 µM; 9.2% of 290,000 active; in the data active means inhibition mostly above about 28%, no sharp cut-off; inactive means mostly below about 43%; further: 0% is about no effect
# * marks the source's active call; other numbers are inactive results; ? = inconclusive; . = not tested or not shown; & = joins results of further samples; [ ] = dose if it differs, or a comment. Unless noted, the call rests on the fitted dose curve; in most records, active means well fitted curve in the direction sought with a large enough effect; inconclusive means small, poorly fitted or top-dose-only effect, or another doubt; inactive means no such curve, though single readings can be large; an effect the other way counts as inactive or inconclusive. Rows were taken by chance, and some 21% of all compounds hit somewhere here.
# Values run as follows: LmPK inh, Shiga inhibitor, Pf growth 96h, TbPYK inhibitor, Pf growth 48h, AMA1 RON2 block, Cycloheximide cs
> Cc1ccc(NC(=O)NC(=O)CSc2nnc(-c3ccc(OC(F)F)cc3)n2N)c(C)c1
    2%, 13, ?, 2%, 0%, 19%, 12
> NC(=O)COc1ccc(-c2noc(COc3ccccc3[N+](=O)[O-])n2)cc1
    2%, 11, 14%, -11%, 19%, -3%, 24
> O=C(C/C=N\O)Nc1ccc(Oc2ccccc2)cc1
    -5%, 11, 23%, -4%, ?, 11%, 10
> CCN(C(=O)CN1CCOCC1)C1(C)C(=O)c2ccccc2C1=O
    5%, 14, -6%, 0%, 9%, -6%, 0
> CCc1nnc(NC(=O)CSc2ccc(-c3nc4ccc(C)cc4[nH]3)cn2)s1
    -14%, 51*, ?, 4%, 81%[activator], 24%, 32*
> O=C(O)c1cccc(S(=O)(=O)NCCC(c2ccccc2)c2ccccc2)c1
    2%, -6, -21%, -7%, 9%, -12%, -3
> Cc1ccsc1C(=CCCN1CCC[C@@H](C(=O)O)C1)c1sccc1C
    ., ., -11%, 3%&1%, -7%, -8%, .
> COc1ccc(C(C)=O)cc1CN1C(=O)NC2(CCCCCCC2)C1=O
    -2%, -1, 8%, 1%, 32%[activator], 6%, 5
> CCOP(=O)(OCC)c1nc(-c2ccccc2Cl)oc1N1CCOCC1
    -3%, 8, ?, 6%, -23%, 2%, -3
> Cn1nc2c3ccccc3n(Cc3ccc(F)cc3)c2nc1=S
    1%, 11, ?, 2%, ?, 33%[activator], 1
> O=C(c1cc(COc2ccc3ncccc3c2)on1)N1CCC(O)CC1
    -2%, -9, 203%[activator], -1%, 5%, 2%, -3
> N=C1C(c2nc(-c3ccc(Cl)cc3)cs2)=C(O)CN1CCCN1CCOCC1
    1%, 31, -17%, 4%, ?, -1%, 9
> CCN(CC)CCOC(=O)C12CC3CC(CC(C3)C1)C2
    3%, -26, 97%[activator], 1%, 12%, -11%, -9
> CN(C)/C=C/C(=O)c1ccc(Oc2ncccn2)cc1
    -2%, 39, 23%, 2%, 14%, 19%, 5
> Cc1nc(SC(C)C(=O)NCC2CCCO2)c2cc(-c3ccccc3)sc2n1 (centres undefined)
    ., ., ?, -3%, ?, 8%, .
> CCOc1c(Cl)cc(C2NC(=O)NC(C)=C2C(=O)NCc2ccccc2)cc1OC (centres undefined)
    3%, 37, -17%, 15%, ., 15%, 6
> O=C(COC(=O)C1CCN(S(=O)(=O)c2ccccc2)CC1)NC(=O)c1ccc(OC(F)F)cc1
    6%, -8, -13%, 1%, -9%, -9%, -3
> CCN(CC(=O)NC1CCS(=O)(=O)C1)C(C)C(=O)Nc1ccc(F)cc1 (centres undefined)
    ., ., 12%, -4%, -4%, 23%, .
> Cc1[nH]c2ccccc2c1C(=O)NS(=O)(=O)Nc1ccccc1
    0%, 5, ?, 4%, -15%, 7%, -1
> CCN(c1ccccc1)S(=O)(=O)c1ccc(Oc2ccc(C(C)=O)cc2OC)nc1
    ., ., ?, -2%, ?, -1%, .
> Clc1ccc(OCCSc2ncccn2)c2ccccc12
    2%, 91*, 14%, ., 15%, 20%, 39*
> CC(NC(=O)CNC(=O)Cc1cccc2ccccc12)c1ccc(S(N)(=O)=O)cc1 (centres undefined)
    -11%, -8, ?, -7%, -7%, -6%, 5
> CN(CC(=O)NCc1ccccc1Cl)CC(=O)Nc1cccc(F)c1
    3%, -10, ?, 6%, 4%, 9%, -2
> CCOC(=O)C1C(=O)C=C(c2ccc(C)cc2)CC1c1ccco1 (centres undefined)
    -1%, 54*, 79%[activator], 4%, ?, -15%, 21*
> COc1ccc(C(CNC(=O)c2ccc(OC)c(S(=O)(=O)N3CCCC3)c2)N2CCCC2)cc1 (centres undefined)
    ., ., 10µM*, 1%, ?, -6%, .
> O=C(Nc1nnc(C2CC2)s1)c1cc2c(s1)CCCCCC2
    1%, -4, 76%[activator], ., 24%, ., 9
> COc1ccc(NC(=O)c2ccccc2SC)c(OC)c1
    0%, -5, ?, -1%, -5%, -12%, 0
> C=CCn1c(CSCc2ccc(C)cc2)nnc1SCC(=O)NCc1ccccc1
    0%, 3, ?, -6%, ., -11%, -2
> Cc1ccc(C2CC(c3cccs3)=NN2C(=O)c2ccc(Br)o2)cc1 (centres undefined)
    2%, 102, -108%, -2%, ., -4%, 16
> CC(=O)c1c(C)[nH]c(C(=O)OCC(=O)Nc2ccc([N+](=O)[O-])cc2Cl)c1C
    1%, -3, 24%, -1%, 11%, 2%, -2
> CC(O)(CS(=O)(=O)Cc1ccccc1Cl)C(=O)Nc1cccc(C(F)(F)F)c1 (centres undefined)
    0%, -5, 62%[activator], 3%, 55%[activator], -7%, -1
> CCCCCCCCCOC(=O)C(CC(=O)O)N1CCOCC1 (centres undefined)
    8%, 3, -22%, 2%, ., 9%, -5
> CCOC(=O)c1sc(C)c2c1NC(C)(c1ccccc1)NC2=O (centres undefined)
    2%, 37, ?, 1%, ?, 19%, -3
> Cc1cc(=O)n2[nH]c(-c3sccc3-n3c(C)ccc3C)cc2n1
    0%, 34, ?, -4%, -3%, 3%, 5
> CCc1noc(C)c1C(=O)NNC(=O)c1ccccc1F
    ., ., 37%[activator], 0%, 19%, 22%, .
> CCOc1ccc(NC(=O)c2cc([N+](=O)[O-])ccc2N2CCOCC2)cc1
    ., ., 3%, 2%, 11%, 1%, .
> O=c1cnc2ccccc2n1CC1CCCCC1
    -9%, 3, 38%[activator], 3%, -7%, 19%, -4
> COc1ccc(C2CC(c3ccc(Cl)cc3Cl)Nc3nc(N)nn32)cc1OC (centres undefined)
    7%, -10, 2%, -2%, ?, -7%, -4
> Cc1ccc(C(C(=O)NC2CCCC2)N(Cc2ccco2)C(=O)CCC(=O)Nc2cc(C)on2)cc1 (centres undefined)
    5%, 7, 13µM*, 9%, ?, -11%, -3
> O=C(CN1C(=O)COc2ccccc21)N1CCOCC1
    4%, -4, 10%, -2%, -2%, -1%, 1
> Cc1ccc(C2CC2C(=O)NNC(=S)Nc2cccc(Cl)c2)cc1 (centres undefined)
    2%, 3, ?, -1%, 7%, 10%, 1
> Cc1cc(C)n(CC(C)NCc2cn[nH]c2-c2cccc3ccccc23)n1 (centres undefined)
    5%, -10, 14%, 3%, ?, 5%, 1
> O=C(C1CCCN(S(=O)(=O)c2cccc3cccnc23)C1)N1CCc2ccccc21 (centres undefined)
    1%, -11, ?, 0%, ., -1%, -4
> Cc1ccc2c(n1)sc1c(N)ncnc12
    -3%, 18, 9%, -4%, -4%, -5%, 3
> COc1ccccc1N1CCN(C(=O)c2ccccc2SCC(=O)NCc2ccco2)CC1
    ., ., -9%, -12%, ?, -4%, .
> Cc1ccc(NC(=O)CSc2nnc(CN3CCOCC3)n2-c2ccccc2)cc1
    2%, 22, ?, -4%, -22%, -3%, 2
> CCc1ccc(OCC(=O)NC(C)C)cc1
    -1%, 111*, 26%, 1%, 33%, -13%, 27*
> O=C(OCN1C(=O)C(=O)c2ccccc21)c1ccc(Cl)cc1
    7%, -8, -9%, 1%, 4%, 9%, 0
> COc1c(C)cc(C(=O)C2CCCN(C(=O)c3ccoc3)C2)cc1C (centres undefined)
    6%, 10, ?, -3%, 24%, -6%, 8
> CSc1nc(C)cc(Oc2ccc(OCC(N)=O)nn2)n1
    2%, 3, 1%, -2%, -5%, -5%, 1
> O=C(Nc1nc2ccc([N+](=O)[O-])cc2s1)c1c(F)cccc1F
    4%, 17, ?, 3%, 15%, -22%, 3
> CC(=O)c1c(C)[nH]c(C(=O)CSc2nc3ccccc3c(=O)n2CCCN2CCOCC2)c1C
    -2%, 20, 8%, 4%, ?, ?, 0
> CCOC(=O)Cc1cc(=O)n2[nH]cc(-c3cccc(Br)c3)c2n1
    3%, -12, 18%, 3%, 10%, 56%[activator], 1
> COc1ccc(SCc2noc(C(=O)NC(C)C)c2C(=O)O)cc1
    -5%, 18, 32%[activator], 9%, 40%[activator], 1%, -2
> CC(=O)Oc1ccc(C(C)=O)c2c1OCCO2
    1%, -5, 13%, 0%, ., 2%, -2
> Cc1ccc(C)c(NC(=O)CSc2cccc3cccnc23)c1
    -6%, -8, ?, -2%, 11%, 1%, -1
> CSc1nc2sccc2c(=O)[nH]1
    -1%, 14, 60%[activator], -15%, 30%, 4%, 11
> COc1cc(NC(=O)COC(=O)CCc2cc(OC)c(OC)c(OC)c2)cc(OC)c1
    2%, 3, 3%, -4%, 7%, 3%, 9
> COc1ccc(NC(=O)CC23CC4CC(CC(C4)C2)C3)cn1
    6%, -26, 0%, 7%, -17%, 5%, -6
> CCOc1cc2[nH]c(=O)n(Cc3ccc(C(=O)NCCOC)cc3)c(=O)c2cc1OCC
    1%, -10, ?, 2%, ?, 5%, 2

# (next part)
# Values run as follows: LmPK inh, Shiga inhibitor, Pf growth 96h, TbPYK inhibitor, Pf growth 48h, AMA1 RON2 block, Cycloheximide cs
> COC(=O)c1cc(C(=O)NCCCN2CCOCC2)cc([N+](=O)[O-])c1
    2%, -7, 5%, 1%, 19%, -2%, -7
> Cc1cc(C)n2nc(SCC(=O)Nc3ccc(S(=O)(=O)N(C)C)cc3)nc2n1
    ., ., -23%, 1%, -11%, -10%, .
> CCO[C@H]1OC(C(=O)N2CCN(Cc3ccc4c(c3)OCO4)CC2)=C[C@@H](C2CCCCC2)[C@@H]1CCCO
    9%, -9, 4.1µM*, 3%, ?, 0%, -1
> COc1cc(OC)cc(-c2nc(-c3cc4cc(C)ccc4nc3OC)no2)c1
    8%, -16, -19%, 2%, ., -16%, -1
> Cc1cc(C)c2c(N=NN(C)C)[nH]nc2n1
    2%, 46, 100%[activator], -24%, 5%, 6%, 12
> COc1ccc(/C=C(\NC(=O)c2cccs2)C(=O)NCc2ccco2)cc1OC
    2%, 6, -19%, -3%, -15%, -14%, 2
> COc1ccccc1/C=N/NC(=O)c1ccc(CN2C(=O)c3cccc4cccc2c34)cc1
    2%, -3, 12%, -5%, 3%, 8%, -2
> Cc1cc(Cl)ccc1OCC(=O)NNC(=O)CCOc1ccccc1
    ., ., 26%, -5%, -2%, 113%[activator], .
> Cc1ccc(S(=O)(=O)NCC(=O)OCN2C(=O)c3ccccc3C2=O)cc1
    4%, -19, ., ?, ., 5%, -3
> CCCS(=O)(=O)c1nc(S(=O)(=O)c2ccc(C)cc2)c(N2CCN(C)CC2)s1
    -2%, -6, 72%[activator], -10%, -20%, 1%, -3
> N#C/C(=C(/O)CSc1ncn[nH]1)c1nc2ccccc2[nH]1
    1%, -8, ?, -8%, ?, 79%[activator], -3
> C=CCNC(=O)c1ccc(-c2nc(-c3ccc(Cl)cc3Cl)cs2)cc1
    -2%, 10, 9%, 1%, -21%, 21%, 4
> NS(=O)(=O)c1ccc(CCNCc2ccccc2OCc2ccc(Cl)cc2)cc1
    3%, ., ?, -1%, 10µM*, 0%, -5

# 2 of the compounds above, comma-delimited:
smiles,LmPK inh,Shiga inhibitor,Pf growth 96h,TbPYK inhibitor,Pf growth 48h,AMA1 RON2 block,Cycloheximide cs
N#C/C(=C(/O)CSc1ncn[nH]1)c1nc2ccccc2[nH]1,1%,-8,?,-8%,?,79%[activator],-3
COc1ccc(/C=C(\NC(=O)c2cccs2)C(=O)NCc2ccco2)cc1OC,2%,6,-19%,-3%,-15%,-14%,2

# From PubChem
